# High-throughput results deposited in PubChem BioAssay by The Scripps Research Institute Molecular Screening Center.
# LYPLA2 inh = counter-screen for PME1 inhibitors: inhibitors of human LYPLA2 | hit rate 0.38% among 320,000 | inhibition, % at 5.9 µM | recombinant LYPLA2, FP-Rh probe fluorescence polarization;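 active = inhibition above the screen-wide mean plus 3 SD, limit set per campaign, cut at about 26% in these data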;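 note: 0% = LYPLA2 with DMSO and 100% = wells lacking LYPLA2 enzyme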
# PAFAH1B3 inh = blocks human PAF acetylhydrolase 1B catalytic subunit 3. recombinant PAFAH1B3, FP-rhodamine probe, fluorescence polarization. AID 492972. Q15102. hit rate 0.28% among 340,000. inhibition, % at 3.39 µM;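 active = inhibition above the screen-wide average of all tested compounds plus 3 SD, cut at about 25% in these data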;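 note: 0% = enzyme with DMSO only and 100% = wells lacking PAFAH1B3 protein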
# pPAFAH inh = pPAFAH (human) enzyme inhibition. Q13093. AID 463082. hit rate 1.5% among 330,000. inhibition, % at 3.39 µM. recombinant pPAFAH, FP-rhodamine probe fluorescence polarization;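 active = inhibition above the mean inhibition across the screen plus 3 SD, cut at about 25% in these data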;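 note: inhibitors block binding of the rhodamine activity-based probe so polarization drops; 0% = enzyme with DMSO and 100% = wells lacking pPAFAH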
# Target sequence (Q13093 whole entry, looked up): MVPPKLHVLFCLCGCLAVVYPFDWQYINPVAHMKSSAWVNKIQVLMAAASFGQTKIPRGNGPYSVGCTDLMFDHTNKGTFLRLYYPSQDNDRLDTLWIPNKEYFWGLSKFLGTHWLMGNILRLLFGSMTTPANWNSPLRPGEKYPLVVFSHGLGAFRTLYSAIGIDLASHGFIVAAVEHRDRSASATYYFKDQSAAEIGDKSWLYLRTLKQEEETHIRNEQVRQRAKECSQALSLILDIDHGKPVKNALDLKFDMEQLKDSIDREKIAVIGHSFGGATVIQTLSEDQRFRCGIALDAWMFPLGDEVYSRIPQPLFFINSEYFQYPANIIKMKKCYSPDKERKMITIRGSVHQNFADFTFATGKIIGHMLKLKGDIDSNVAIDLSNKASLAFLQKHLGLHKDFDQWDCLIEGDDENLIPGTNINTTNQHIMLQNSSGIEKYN
# LYPLA1 counter = blocks human lysophospholipase 1, a PME1 counter-screen | O75608 | recombinant LYPLA1, FP-Rh probe fluorescence polarization | hit rate 0.16% among 320,000 | inhibition, % at 5.9 µM;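 active = inhibition above the mean of all tested compounds plus 3 SD, set per campaign, cut at about 14% in these data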;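 note: inhibitors block serine hydrolase probe labeling of LYPLA1 so polarization falls; 0% = enzyme with DMSO and 100% = wells lacking LYPLA1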
# Target sequence (O75608 whole entry, looked up): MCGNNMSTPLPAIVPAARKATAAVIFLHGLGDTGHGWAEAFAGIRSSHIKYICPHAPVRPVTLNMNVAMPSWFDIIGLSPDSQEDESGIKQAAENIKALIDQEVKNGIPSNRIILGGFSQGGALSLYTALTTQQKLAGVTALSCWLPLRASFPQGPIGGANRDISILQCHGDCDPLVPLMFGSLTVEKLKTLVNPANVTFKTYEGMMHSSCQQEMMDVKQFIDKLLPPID
# PAD4 inh = inhibitors of human PAD4 | Q9UM07 | recombinant PAD4, RCA probe fluorescence polarization | inhibition, % at 6.36 µM | hit rate 0.41% among 330,000 | AID 485272;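 active = percent inhibition above a cutoff equal to the mean of all tested compounds plus 3 SD, cut at about 15% in these data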;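 note: 0% = PAD4 with RCA probe and DMSO and 100% = probe without PAD4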
# PREPL inh = inhibits the human prolyl oligopeptidase-like enzyme | Q4J6C6 | recombinant PREPL, fluorescence polarization activity-based probe | inhibition, % at 5.96 µM | hit rate 0.68% among 320,000 | AID 2751; in the data active = inhibition above about 43%;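 note: 0% = enzyme with DMSO and 100% = wells lacking enzyme; many of its hits are not listed in these tables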
# PME-1 primary = blocks human protein phosphatase methylesterase 1. inhibition, % at 5.9 µM. recombinant PME-1, FP-Rh probe fluorescence polarization. Q9Y570. hit rate 0.53% among 320,000. AID 2130;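 active = inhibition above the campaign mean of all compounds plus 3 SD, cut at about 26% in these data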;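 note: competitive labeling of PME-1 active site by serine hydrolase directed probe; 0% = PME-1 with DMSO and 100% = wells lacking PME-1 enzyme; inhibitors block probe labeling so polarization falls and inhibition rises; many of its hits are not listed in these tables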
# Target sequence (Q9Y570 whole entry, looked up): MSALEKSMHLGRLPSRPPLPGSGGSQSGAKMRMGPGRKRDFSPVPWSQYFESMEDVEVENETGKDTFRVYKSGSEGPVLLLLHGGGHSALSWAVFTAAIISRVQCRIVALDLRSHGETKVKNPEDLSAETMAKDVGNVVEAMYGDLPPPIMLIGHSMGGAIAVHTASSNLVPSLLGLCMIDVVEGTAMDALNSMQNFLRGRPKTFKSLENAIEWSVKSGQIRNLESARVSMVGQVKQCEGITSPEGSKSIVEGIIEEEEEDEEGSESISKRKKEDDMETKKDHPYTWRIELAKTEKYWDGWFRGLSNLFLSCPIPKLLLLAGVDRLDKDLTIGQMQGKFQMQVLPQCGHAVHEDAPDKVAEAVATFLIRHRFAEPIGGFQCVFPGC
# PAFAH1B2 inh = inhibitors of human PAFAH1B2 | P68402 | recombinant PAFAH1B2, FP-rhodamine activity probe, fluorescence polarization | inhibition, % at 3.39 µM | hit rate 1.2% among 340,000 | AID 492953;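 active = inhibition above the mean of all tested compounds plus 3 SD, cut at about 24% in these data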;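 note: 0% = enzyme with DMSO and 100% = wells lacking PAFAH1B2; many of its hits are not listed in these tables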
# GSTO1 inh = blocks human GSTO1 in RBBP9 counter-screen. P78417. recombinant GSTO1, activity-based probe fluorescence polarization. inhibition, % at 5.96 µM. hit rate 1.1% among 300,000;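 active = inhibition above the campaign mean inhibition plus 3 SD, cut at about 35% in these data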;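 note: 0% = GSTO1-1 with DMSO and 100% = wells lacking GSTO1-1 enzyme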
# * marks the source's active call; other numbers are inactive results; . = not tested or not shown.
SMILES,LYPLA2 inh,PAFAH1B3 inh,pPAFAH inh,LYPLA1 counter,PAD4 inh,PREPL inh,PME-1 primary,PAFAH1B2 inh,GSTO1 inh
O=C(COc1ccccc1Cl)Nc1ccc(C(=O)c2ccc(C(=O)O)cc2)cc1,4.0,-3.7,5.3,0.2,-1.3,-9.1,-3.7,1.8,-7.5
O=C(COC(=O)C1COc2ccccc2O1)NC1CCCCC1 (centres undefined),.,11.6,5.0,.,1.1,7.0,.,4.8,.
COc1cccc(N/C(=N/C(=S)Nc2ccc(C)cc2C)Nc2nc(C)cc(C)n2)c1,-3.9,0.9,-0.7,-4.6,0.8,12.5,-11.8,-0.4,-1.4
COC(=O)COC(=O)c1ccc(Oc2nc(OC)nc(N(C)C)n2)cc1,-4.9,7.3,-3.5,-2.9,2.5,6.1,-2.2,-1.4,2.3
COC1c2ccccc2C(=O)N1Cc1ccc(F)cc1 (centres undefined),4.2,10.3,5.7,-3.0,-2.2,-1.6,-4.5,-2.4,3.0
COc1ccc(CCOC(=O)CNC(=O)c2ccc(Cl)cc2Cl)cc1,0.1,1.8,-0.1,2.0,-0.7,-3.3,7.4,-2.5,-1.6
CN(C)c1ccnc(-n2cccc2/C=N/OCc2ccccc2)c1C#N,1.3,5.4,12.7,-2.0,2.0,-3.5,-4.0,0.6,6.1
Cc1sc2nc(CSc3nc4ccccc4c(=O)n3CCCN3CCOCC3)[nH]c(=O)c2c1C,-8.4,-1.2,1.5,-2.4,1.4,17.1,-4.2,-1.9,6.2
COc1cc(F)cc(-c2ccc3c(c2)c(C#Cc2ccsc2)c(-c2cc(OC)cc(OC)c2)n3C)c1,.,11.9,-2.9,.,-1.2,11.1,.,-1.7,.
COc1ccc(C(CNC(=O)COc2ccccc2OC)N2CCCCC2)cc1 (centres undefined),11.4,3.3,3.3,1.1,1.2,1.1,-3.3,-0.4,4.5
CC1CCCN(CCCNC(=O)c2ccc3c(c2)N(Cc2ccccc2F)C(=O)c2ccccc2S3(=O)=O)C1 (centres undefined),-3.2,4.4,0.3,-3.4,8.9,1.1,5.4,3.1,-6.2
O=C(c1ccc(Cl)cc1)C1CCN(C(=O)N2CCOCC2)CC1,1.2,9.2,7.0,0.1,3.1,5.8,-3.7,0.9,-0.4
CCOC(=O)c1[nH]c2c(c1-c1ccccc1)C(=O)CC(c1ccccc1)C2 (centres undefined),-3.2,9.0,0.3,0.6,1.6,1.0,-7.7,-5.8,4.9
O=C(NCc1ccccc1)C1CCCC1,1.6,.,-15.4,-0.3,3.8,13.8,-0.4,.,-2.0
Cc1ccc(/C=N\NC(=O)CCc2n[nH]c(=O)[nH]c2=O)o1,2.3,-0.3,1.0,-2.0,-1.1,-1.0,4.6,8.6,4.5

# Profiles from above. Values in the order: LYPLA2 inh	PAFAH1B3 inh	pPAFAH inh	LYPLA1 counter	PAD4 inh	PREPL inh	PME-1 primary	PAFAH1B2 inh	GSTO1 inh
# `O=C(COC(=O)C1COc2ccccc2O1)NC1CCCCC1` (centres undefined) is entered as .	11.6	5.0	.	1.1	7.0	.	4.8	.
# `O=C(NCc1ccccc1)C1CCCC1` is entered as 1.6	.	-15.4	-0.3	3.8	13.8	-0.4	.	-2.0

# (list continues)
SMILES,LYPLA2 inh,PAFAH1B3 inh,pPAFAH inh,LYPLA1 counter,PAD4 inh,PREPL inh,PME-1 primary,PAFAH1B2 inh,GSTO1 inh
COc1ccc(NC(=O)CN(C)C(=O)Cc2ccsc2)cc1,-5.3,-5.2,-2.2,-0.8,0.3,4.9,-0.9,3.0,0.2
Cc1ccc(OCCCC(=O)Nc2ccc(S(=O)(=O)N3CCOCC3)cc2)cc1,9.0,0.1,1.8,-1.6,-6.0,4.1,-6.4,0.7,.
COc1ccc(CCNc2oc(-c3ccccc3OC)nc2C#N)cc1,10.0,12.3,9.5,5.8,0.3,25.2,16.3,13.0,-9.2
CCOc1cc(/C=C/C(=O)N(CC)CC(=O)NCc2cccs2)cc(Cl)c1OC,-1.8,3.8,-0.1,-1.4,-0.1,1.5,2.4,5.0,2.9
Clc1ccc(-c2nnc(C34CC5CC(CC(C5)C3)C4)o2)cn1,7.2,4.0,2.8,1.4,2.5,-6.6,2.4,6.9,0.1
COc1ccc(CC(=O)Nc2ccc(C)c(S(=O)(=O)N3CCCCCC3)c2)cc1,-9.4,-2.9,2.9,-5.9,-1.3,19.4,-4.6,-0.3,.
O=S(=O)(NCCc1ccccn1)c1ccc(F)c(F)c1,7.3,2.4,11.3,3.3,2.1,-1.2,4.5,3.4,3.9
O=C(c1cccc(OC2CCN(Cc3cc(F)cc(F)c3)CC2)c1)N1CCCC1,6.1,7.5,13.1,-2.2,3.3,15.9,0.7,-2.1,1.6
COc1ccc(NC(=O)CCS(=O)(=O)c2ccc3c(c2)CCN3C(C)=O)cc1,1.9,6.3,2.7,2.4,2.5,3.8,3.9,-1.6,0.1
Cc1cc(C)c2c(SC(C)C)nc(N)nc2n1,4.8,1.9,6.5,-4.3,3.1,1.2,-12.8,-5.5,-0.1
CC1(C)NC(=O)N(CC(=O)N2CCCC(C(F)(F)F)C2)C1=O (centres undefined),1.4,5.2,4.7,-2.4,-3.8,5.2,-2.3,4.2,3.5
CCCCCCc1cc2cc(-c3nnc(-c4ccccc4)o3)c(=O)oc2cc1O,0.5,-0.8,-3.9,-3.0,-7.9,-6.1,-5.2,4.4,-10.4
Cc1nn(Cc2ccc(Cl)cc2)c(Cl)c1/C=N/NC(=O)c1cccnc1,-0.4,-1.8,17.5,-4.5,2.5,-64.5,1.0,3.1,2.3
COc1ccc(S(=O)(=O)Oc2cccc(/C=N/N=C3/NC(=O)C(CC(=O)O)S3)c2)cc1 (centres undefined),9.3,9.5,6.4,-0.7,4.7,-2.1,4.9,28.4*,-23.0
CC(C)NC(=O)N(C)C[C@H]1Oc2ccc(NC(=O)Nc3ccccc3)cc2C(=O)N([C@@H](C)CO)C[C@@H]1C,.,4.7,-2.1,.,0.8,1.9,.,9.4,.
Cc1ccc(S(=O)(=O)N2[C@@H](c3ccc4c(c3)OCO4)C(C(=O)O)=C[C@H]2CC2CCCC2)cc1,.,0.7,8.1,.,-2.2,13.2,.,10.2,.
COCCCN1C(=O)N(c2ccc(F)cc2)C(=O)C1CC(=O)Nc1ccc(OC)cc1 (centres undefined),-4.7,7.7,7.0,0.5,0.2,-3.5,-5.0,5.2,0.2
CCc1c(O)nc2sc3ccccc3n2c1=O,-3.5,8.7,4.3,1.3,-3.0,2.1,-3.2,8.0,-4.8
CS(=O)(=O)N1CCC(C(=O)NCCN2CCN(Cc3ccccc3)CC2)CC1,2.7,3.6,2.8,1.3,0.6,9.9,0.7,3.5,-4.1
CCC(NC(=O)c1cc(COc2cc(C)c(Cl)c(C)c2)on1)c1ccncc1 (centres undefined),10.9,1.6,-0.7,-5.9,0.5,-27.8,-5.6,1.5,-2.3
CN(C)C1(CNC(=O)CC(NC(=O)c2ccccc2Cl)c2ccccc2)CCCCC1 (centres undefined),1.5,-2.2,-0.7,1.3,2.5,-7.3,-3.2,1.1,4.5
CCOc1ccc(NC(=O)CNC(=O)c2ccco2)cc1,-2.9,-0.8,-1.8,0.0,-1.3,-2.8,-1.7,-0.6,7.6
COc1ccccc1N1CCN(C(=O)CNS(=O)(=O)c2ccc(Br)s2)CC1,-5.1,7.9,4.4,-3.0,-3.0,7.2,-1.0,7.1,-5.3
CC(C)CC(NC(=O)C1CCCCC1)C(=O)N1CCN(c2ccccn2)CC1 (centres undefined),-0.4,1.1,3.2,2.6,-2.8,-2.4,1.5,-0.4,-6.7
CC(C)N(CCCNC(=O)Cn1c(=O)c2cccn2c2ccccc21)Cc1ccccc1,-0.6,4.6,4.0,1.2,-0.7,23.5,-2.0,-0.8,-2.2
CCC(NC(=O)c1cncc(Br)c1)c1ccccc1 (centres undefined),5.3,13.3,2.5,3.5,-0.8,6.3,-2.1,11.1,3.9
CCOC(=O)C1CCN(S(=O)(=O)c2ccc3c(c2)NC(=O)CS3)CC1,-2.9,9.8,-1.9,-1.5,0.5,5.4,4.6,5.5,6.1
CNS(=O)(=O)c1cccc(C(=O)OCC(=O)NCc2ccccc2)c1,-4.6,11.2,-0.4,1.7,-1.0,-6.3,1.7,-2.4,4.9
Cc1cc(C(=O)Nc2ccccc2N2CCOCC2)no1,-4.7,10.2,-1.0,-1.6,2.4,3.0,1.8,-0.8,.
COc1cc2ccccc2cc1C(=O)N(CCN(C)C)c1nc2c(C)cccc2s1,-5.2,13.7,2.7,-0.7,0.8,-46.7,-4.7,7.7,-1.9
Cc1ccc2cccc(OCC(=O)N3CC(C)CC(C)C3)c2n1 (centres undefined),-7.7,0.2,2.3,-3.3,-1.4,15.6,-9.1,4.4,-1.2
Cc1csc(CN(C)C(=O)C2CCC(=O)N(CCN(C)C)C2)n1 (centres undefined),-2.3,6.0,-3.8,-1.1,3.7,-0.8,-0.5,4.3,4.6
O=C(O)CCC(=O)N1N=C(c2ccccc2)CC1c1ccc(Br)cc1 (centres undefined),2.2,6.2,5.8,-3.1,2.6,-10.3,-0.4,1.4,2.1
Cn1c(Nc2cccc(Cl)c2)nc2ccccc21,0.3,9.2,-5.2,-4.7,22.6*,5.8,11.0,1.6,8.6
CCOc1ncccc1C(=O)OCC(=O)NCCCc1ccccc1,.,5.7,17.6,.,-7.2,9.4,.,2.5,.

# Of the compounds above, 9 contain a Cl atom:
SMILES,LYPLA2 inh,PAFAH1B3 inh,pPAFAH inh,LYPLA1 counter,PAD4 inh,PREPL inh,PME-1 primary,PAFAH1B2 inh,GSTO1 inh
O=C(COc1ccccc1Cl)Nc1ccc(C(=O)c2ccc(C(=O)O)cc2)cc1,4.0,-3.7,5.3,0.2,-1.3,-9.1,-3.7,1.8,-7.5
COc1ccc(CCOC(=O)CNC(=O)c2ccc(Cl)cc2Cl)cc1,0.1,1.8,-0.1,2.0,-0.7,-3.3,7.4,-2.5,-1.6
O=C(c1ccc(Cl)cc1)C1CCN(C(=O)N2CCOCC2)CC1,1.2,9.2,7.0,0.1,3.1,5.8,-3.7,0.9,-0.4
CCOc1cc(/C=C/C(=O)N(CC)CC(=O)NCc2cccs2)cc(Cl)c1OC,-1.8,3.8,-0.1,-1.4,-0.1,1.5,2.4,5.0,2.9
Clc1ccc(-c2nnc(C34CC5CC(CC(C5)C3)C4)o2)cn1,7.2,4.0,2.8,1.4,2.5,-6.6,2.4,6.9,0.1
Cc1nn(Cc2ccc(Cl)cc2)c(Cl)c1/C=N/NC(=O)c1cccnc1,-0.4,-1.8,17.5,-4.5,2.5,-64.5,1.0,3.1,2.3
CCC(NC(=O)c1cc(COc2cc(C)c(Cl)c(C)c2)on1)c1ccncc1 (centres undefined),10.9,1.6,-0.7,-5.9,0.5,-27.8,-5.6,1.5,-2.3
CN(C)C1(CNC(=O)CC(NC(=O)c2ccccc2Cl)c2ccccc2)CCCCC1 (centres undefined),1.5,-2.2,-0.7,1.3,2.5,-7.3,-3.2,1.1,4.5
Cn1c(Nc2cccc(Cl)c2)nc2ccccc21,0.3,9.2,-5.2,-4.7,22.6*,5.8,11.0,1.6,8.6

# The list is partial; the hit share may differ from the screen's.
